# Apoferritin bind: binds horse apoferritin like a general anesthetic; P02791; Potency, µM (titrated, usually from 77.5 µM), without a hit: at the top dose activity change, negative = displacement, hits mostly inhibitors; apoferritin/1-aminoanthracene competitive binding, fluorescence; 350,000 compounds, 0.074% hits; note: potency is the fitted concentration of half-maximal effect; % is set by controls: 0 for no effect and ±100 for the full control effect; nearly all actives have a fitted effect of over 20% in size
# Target sequence (P02791 2-175 limits assumed): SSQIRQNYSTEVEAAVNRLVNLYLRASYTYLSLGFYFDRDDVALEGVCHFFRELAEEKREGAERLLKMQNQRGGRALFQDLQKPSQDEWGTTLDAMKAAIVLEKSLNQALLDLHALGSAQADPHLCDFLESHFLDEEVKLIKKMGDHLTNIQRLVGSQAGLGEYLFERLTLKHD
#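 Steps: apoferritin (10 uM) was premixed with half-saturated 1-AMA in PBS, compounds were pin-transferred, plates stood 10 min at room temperature, fluorescence was read at 380/535 nm, and curves were fitted with a Hill equation.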
# 12-LOX inh: ALOX12 (human) lipoxygenase inhibition | 580,000 compounds, 1.1% hits | Potency, µM (highest dose often 108 µM), inactives show top-dose activity change, negative = inhibition, hits mostly inhibitors | purified 12hLO, xylenol orange hydroperoxide absorbance | P18054; note: potency is the fitted concentration of half-maximal effect; % is set by controls: 0 for no effect and ±100 for the full control effect
#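 Hydroperoxide product was detected by ferrous iron/xylenol orange as the 573 to 405 nm absorbance ratio. Arachidonic acid at 40 uM (final) was turned over for 30 min at room temperature by 150 nM human 12hLO, pH 7.0 Hepes buffer, after 15 min compound preincubation.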
# Pol kappa inh: inhibitors of human DNA polymerase kappa | Potency, µM (top dose mostly 107 µM), inactives show top-dose activity, negative = inhibition, most hits filed as inhibitors | Q9UBT6 | 400,000 compounds, 0.53% hits | purified Pol kappa, fluorescent DNA synthesis assay, 10 min; note: potency is the fitted concentration of half-maximal effect; % is set by controls: 0 for no effect and ±100 for the full control effect
# Target sequence (Q9UBT6 whole entry, looked up): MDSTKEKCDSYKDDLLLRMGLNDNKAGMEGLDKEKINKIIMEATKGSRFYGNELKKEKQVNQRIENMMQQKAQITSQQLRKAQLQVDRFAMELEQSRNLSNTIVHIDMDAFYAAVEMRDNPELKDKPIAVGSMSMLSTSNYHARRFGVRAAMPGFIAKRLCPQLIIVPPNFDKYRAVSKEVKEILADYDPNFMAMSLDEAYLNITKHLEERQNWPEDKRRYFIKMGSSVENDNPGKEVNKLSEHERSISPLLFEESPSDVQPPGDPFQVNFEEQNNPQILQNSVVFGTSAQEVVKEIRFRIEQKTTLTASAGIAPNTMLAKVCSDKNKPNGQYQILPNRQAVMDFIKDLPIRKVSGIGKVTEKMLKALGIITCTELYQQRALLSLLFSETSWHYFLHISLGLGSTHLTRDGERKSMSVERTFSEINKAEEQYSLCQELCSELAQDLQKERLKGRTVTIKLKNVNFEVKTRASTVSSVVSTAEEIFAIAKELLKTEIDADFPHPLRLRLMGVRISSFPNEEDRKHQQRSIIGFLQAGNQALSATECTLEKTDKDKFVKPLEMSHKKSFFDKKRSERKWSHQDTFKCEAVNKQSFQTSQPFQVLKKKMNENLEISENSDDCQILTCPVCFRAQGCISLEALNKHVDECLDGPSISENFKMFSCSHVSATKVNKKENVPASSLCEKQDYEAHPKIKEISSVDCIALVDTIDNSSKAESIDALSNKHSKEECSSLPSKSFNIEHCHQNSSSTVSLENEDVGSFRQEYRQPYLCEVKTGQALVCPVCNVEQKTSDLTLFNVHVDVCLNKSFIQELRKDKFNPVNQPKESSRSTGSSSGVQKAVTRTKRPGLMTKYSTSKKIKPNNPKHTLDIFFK
#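 10 nM Pol kappa was preincubated with compounds for 15 min at room temperature. Reaction started with 50 nM (final) substrate. Fluorescence read kinetically at 0 and 10 min.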
# BLM inh: blocks DNA unwinding by human BLM helicase. 350,000 compounds, 0.2% hits. Potency, µM (titrated, usually from 56.1 µM), inactives show top-dose activity change, negative = inhibition, hits mostly inhibitors. recombinant BLM DNA unwinding, fluorescence dequenching;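 note: potency is the fitted concentration of half-maximal effect; plate controls were vehicle for no effect and no enzyme for full effect; nearly all actives have a fitted effect of over 35% in size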
# ERG Ets-DNA blk: inhibitors of human ERG Ets domain-DNA interaction; P11308; fluorescence polarization, His-ERG Ets domain / labelled DNA; Potency, µM (highest dose often 76.9 µM), for inactives: at the top dose FP activity, negative = inhibition, hits mostly inhibitors; 370,000 compounds, 0.028% hits; AID 624246; active = well fitted inhibition curve with a large enough effect in the polarisation, with a control signal flat; inconclusive = small, poorly fitted or top-dose-only effect, or effect the other way, or a change in a side signal; inactive = no such curve, though single readings can be large or run the other way; the % refers to the polarisation;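 note: polarization taken with two DNA probes labelled with fluorescein and Texas red; potency is the fitted concentration of half-maximal effect; % of control where 0% means no effect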
#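 His-tagged ERG Ets domain (1 uM in the protein solution; 300mM KCl, 50mM Tris-HCl, 1mM EDTA, 1mM DTT, pH 7.5) received compound, then a probe mix of 5 nM fluorescein-DNA and 100nM Texas-615-DNA. Fluorescence polarization was read for both dyes.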
# APE1 inh: APE1 (human) endonuclease inhibition; AID 2517; Potency, µM (doses to about 65.8 µM), without a hit: top-dose activity change, negative = inhibition, hits mostly inhibitors; recombinant APE1, TAMRA/BHQ-2 abasic DNA cleavage fluorescence; 350,000 compounds, 0.35% hits; P27695;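 note: potency is the fitted concentration of half-maximal effect; plate controls were vehicle for no effect and reference inhibitor for full effect; nearly all actives have a fitted effect of over 55% in size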
#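 Activity was derived from the fluorescence gain between first and third kinetic reads (60 s intervals, ex 525/em 598 nm) after 50 nM THF-abasic TAMRA/BHQ-2 duplex was added to 0.75 nM APE1 preincubated 15 min with compound.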
# TRHR ag: activates the human TRH receptor; P34981; TRHR cells, calcium flux fluo-8, FDSS agonist mode; 360,000 compounds, 0.18% hits; activation, % at 2 µM; AID 493084; in the data active = activation above about 30%; note: 0% is about no effect
#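 Read-out: compound-evoked intracellular calcium rise in TRHR cells, fluo-8 dye, kinetic FDSS fluorescence at 1 s/cycle following a 10-cycle baseline. Cells cultured overnight before dye loading (30 min–1.5 h, RT).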
# Pol iota inh: inhibitors of human DNA polymerase iota; Potency, µM (doses to about 115 µM), inactives show top-dose activity, negative = inhibition, most hits filed as inhibitors; Q9UNA4; Pol iota fluorescent replication assay, 10 min; AID 588590; 390,000 compounds, 1% hits; note: potency is the fitted concentration of half-maximal effect
#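 Pol iota at 10 nM preincubated 15 min with compounds at room temperature; reaction started with fluorescent substrate, 50 nM final. Fluorescence read kinetically at 0 and 10 min; buffer-only wells as negative control.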
# POLB inh: inhibitors of human DNA polymerase beta; P06746; Pol beta primer extension/strand displacement, fluorescence kinetic; Potency, µM (titrated, usually from 114 µM), for inactives: at the highest dose activity change, negative = inhibition, usual class: inhibitors; 340,000 compounds, 1.3% hits; AID 485314; note: potency is the fitted concentration of half-maximal effect; % is set by controls: 0 for no effect and ±100 for the full control effect
#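 Pol beta (10 nM) was preincubated with compound for 15 min at room temperature. The reaction was then started with 50 nM substrate and read immediately and after a further 10 min at room temperature.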
# * = called active by the depositor; ? = inconclusive; . = not tested or not shown; & = joins results of further samples; [ ] = dose if it differs, or a comment. Unless noted, calls come from the whole dose curve; as a rule, active = well fitted curve in the direction sought with a large enough effect; inconclusive = small, poorly fitted or top-dose-only effect, or another doubt; inactive = no such curve, though single readings can be large; an effect the other way counts as inactive or inconclusive. An excerpt, so the mix of outcomes need not match the whole.
SMILES,Apoferritin bind,12-LOX inh,Pol kappa inh,BLM inh,ERG Ets-DNA blk,APE1 inh,TRHR ag,Pol iota inh,POLB inh
CC1(c2ccccc2)NC(=O)N(CC(=O)N2CCN(S(=O)(=O)c3cccc(C(F)(F)F)c3)CC2)C1=O (stereo not drawn),.,10%,-3%,.,0%,.,.,15%,.
COc1ccccc1CC(=O)NNC(=O)c1ccc(C(C)(C)C)cc1,-21%,0%,-2%,0%,-6%,17%,-0.7,28%,0%
CCOc1ccc(C(=O)COC(=O)Cc2n[nH]c(=O)c3ccccc23)cc1,.,0%,3%,.,1%,5%,-1.0,21%,.
NCCCCC(N)c1cn([C@@H](CCC(=O)O)C(=O)N2CCNCC2)nn1 (stereo partly drawn),.,11%,5%,.,18%,-21%,0.1,-6%,.
CN(CCCOc1ccccc1F)Cc1ccccc1,?,?,10%,-6%,4%,13%,0.2,11%,-2%
CCN1CCN(c2nnc(-c3ccccc3)c3ccccc23)CC1,0%,0%,-12%,1%,1%,28%,0.1,41%[activator],12%
CC(CC(=O)NCc1ccc(Cl)cc1Cl)CC1=NS(=O)(=O)c2ccccc2N1 (stereo not drawn),-16%,?,-13%[60.1 µM],1%,3%,.,1.3,?,5%
CC(C)C1N=C2c3ccccc3N=C(SCC(=O)NCc3ccccc3Cl)N2C1=O (stereo not drawn),-2%,-26%,-11%[60.1 µM],2%,4%,.,-0.4,0%,0%
CC(=O)c1ccc(NC(=O)C(C)OC(=O)C2CCN(c3ccc(C(F)(F)F)cn3)CC2)cc1 (stereo not drawn),.,?,-12%,.,17%,-7%,1.1,23%,.
CCC1CCCCN1CCCNC(=O)c1cn(C)c2ccc(S(=O)(=O)N(C)C3CCCCC3)cc2c1=O (stereo not drawn),-4%&-1%,0%&-24%,-5%&-5%,1%&5%,8%&-9%,13%,-0.2&-0.3,7%&10%,38%&-13%
Cn1cccc1C(=O)NC(=O)COC(=O)CNC(=O)CNC(=O)c1ccc(Cl)cc1Cl,-21%,-18%,-18%,-12%,-15%,-3%,-0.3,69%[activator],33%
CC1=C(c2ccc(C)c(C)c2)S(=O)(=O)N=C1N1CCC(C(=O)NCc2ccc(Cl)cc2)CC1,?,-10%,?,-1%,-1%,.,0.1,23%,1%

# 3 of the entries above in order of their number in TRHR ag, smallest number first:
SMILES,Apoferritin bind,12-LOX inh,Pol kappa inh,BLM inh,ERG Ets-DNA blk,APE1 inh,TRHR ag,Pol iota inh,POLB inh
CCOc1ccc(C(=O)COC(=O)Cc2n[nH]c(=O)c3ccccc23)cc1,.,0%,3%,.,1%,5%,-1.0,21%,.
NCCCCC(N)c1cn([C@@H](CCC(=O)O)C(=O)N2CCNCC2)nn1 (stereo partly drawn),.,11%,5%,.,18%,-21%,0.1,-6%,.
CN(CCCOc1ccccc1F)Cc1ccccc1,?,?,10%,-6%,4%,13%,0.2,11%,-2%

# Other compounds.
SMILES,Apoferritin bind,12-LOX inh,Pol kappa inh,BLM inh,ERG Ets-DNA blk,APE1 inh,TRHR ag,Pol iota inh,POLB inh
COc1cc(/C=C2\SC(=O)N(c3ccc(O)cc3)C2=O)cc(OC)c1OC,-8%,-7%,3%,-1%,-7%,-1%,1.3,4%,-20%
CC(C)Cn1cnc2c(SCc3ccccc3Cl)nc(N)nc21,.,-8%,-15%,.,6%,.,.,1%,.
CCOC(=O)c1c(C2CC2)csc1NC(=O)COC(=O)c1ccc[n+]([O-])c1,-15%,-25%,-11%,-1%,-8%,?,-0.7,16%,-2%
O=C(NC1CCCCC1)c1ccccc1C(F)(F)F,-9%,3%,-6%,-1%,-1%,1%,-0.2,65%[activator],23%
C[C@H]1CN([C@@H](C)CO)C(=O)Cc2cc(NS(=O)(=O)c3cccs3)ccc2O[C@H]1CN(C)S(=O)(=O)c1cn(C)cn1,.,-7%,-7%,.,-9%,-9%,.,10%,.
Cc1cccc(NCc2nnc(-c3ccccc3)o2)c1C,-21%,1%,-14%,-6%,5%,-3%,-0.4,67%[activator],4%
CCOC(=O)c1sc(NC(=O)c2ccc3ncsc3c2)nc1C,0%,27%,-4%,-2%,2%,-5%,-0.7,-11%,-11%
COCCNC(=O)C(c1ccc(Cl)cc1)N(CCOC)C(=O)CCC(=O)Nc1ccccn1 (stereo not drawn),0%,14%,2%,-5%,-15%,33%,-0.9,18%,10%
Cc1nn(-c2ccccc2)c(C)c1C(=O)OC(C)C(=O)NC1CCCCC1 (stereo not drawn),.,-10%,3%,.,14%,46%,.,-4%,.
CCC1CCCCN1CCCNC(=O)Cn1c2ccccc2c2nc(=O)cc(C)n21 (stereo not drawn),-4%,0%,10%,-9%,3%,19%,1.1,-11%,2%
CCc1nn(CC(=O)NCCCN2CCc3ccccc3C2)c(=O)c2cc3sccc3n12,10%,20%,23%,1%,-6%,1%,-0.4,7%,?
O=C(NCCc1ccccc1)c1ccncc1,-11%,.,.,0%,.,-1%,0.1,.,21%

# The list goes on; the last two above are carried over.
SMILES,Apoferritin bind,12-LOX inh,Pol kappa inh,BLM inh,ERG Ets-DNA blk,APE1 inh,TRHR ag,Pol iota inh,POLB inh
CCc1nn(CC(=O)NCCCN2CCc3ccccc3C2)c(=O)c2cc3sccc3n12,10%,20%,23%,1%,-6%,1%,-0.4,7%,?
O=C(NCCc1ccccc1)c1ccncc1,-11%,.,.,0%,.,-1%,0.1,.,21%
NC(=S)c1cc2cc(Cl)ccc2oc1=O,0%,207%[activator],2%,0%,0%,0%,-0.3,4%,7%
CCOC(=O)c1c(NC(=O)c2cc3ccccc3c(=O)o2)sc2c1CCC(C)C2 (stereo not drawn),-4%,-11%,5%,-2%,5%,.,-1.6,37%[activator],12%
O=C(CC(c1ccccc1)c1ccccc1)OCn1nnc2ccccc2c1=O,?,14%,-19%,-16%,0%,4%,0.2,-1%,3%
CN(C)S(=O)(=O)c1ccc(Cl)c(NC(=O)COC(=O)CC(NC(N)=O)c2ccc(Cl)cc2)c1 (stereo not drawn),-18%,-7%,-5%,-4%,8%,2%,0.6,-2%,-12%
O=C(Nc1cccc(Cl)c1)c1nc[nH]c1C(=O)N1CCN(c2ccccc2)CC1,.,7%,-2%,.,-3%,-12%,0.2,13%,.
CCOc1ccc(C2c3[nH]c4ccccc4c3CCN2C(=O)CCc2ccccc2)cc1 (stereo not drawn),24%,-15%,-2%[60.1 µM],-10%,-1%,.,-0.4,10%,-19%
COC(=O)CNC(=O)c1cccc(F)c1,-7%,182%[activator],2%,0%,2%,-2%,0.9,9%,20%
Cc1cccc(CCNC(=O)Cc2ccc(NC3=NC4CS(=O)(=O)CC4S3)cc2)c1 (stereo not drawn),-13%,20%,-4%,0%,-2%,-8%,0.2,34%[activator],2%
O=C(N/N=C/c1cnc(N2CCCCC2)s1)c1ccc(Cl)cc1,11%,1%,-4%,-7%,-8%,0%,-2.3,27%,0%
CC1Cc2nc(SCC(=O)Nc3ccccc3F)n(C)c(=O)c2S1 (stereo not drawn),-13%,-3%,-5%,2%,6%,11%,-1.3,22%,6%
O=C(COC(=O)C1=COCCO1)Nc1ccc(OC(F)F)cc1,-2%,-7%,5%,-2%,-1%,-10%,0.4,114%[activator],3%
COCC(=O)Oc1c(S(=O)(=O)c2ccc(C)cc2)c(C)nn1-c1ccccc1,-7%,?,-10%,-3%,-4%,3%,0.5,-1%,24%
Cc1cc(C)c(C)c(S(=O)(=O)N2CCN(C(=O)CCC(=O)N3CCOCC3)CC2)c1C,-5%,1%,8%,1%,11%,-3%,-0.1,12%,16%
Cc1ccsc1/C=C(/C#N)C(=O)NCc1ccccc1,-5%,-16%,0%,0%,-2%,2%,0.2,25%,43%
Cn1c(=O)[nH]c(=O)c2c1nc(N1CCNCC1)n2Cc1ccccc1Cl,-3%,0%,2%,5%,9%,-1%,-0.2,25%,-1%
COc1ccc(-c2cn3c(n2)sc2cc(C(=O)Nc4c(C)cccc4C)ccc23)cc1,4%,-9%,-8%,-2%,8%,.,-0.4,16%,-1%
COc1ccc(Cl)cc1NC(=O)c1ccc2c(c1)CCCN2S(C)(=O)=O,-6%,2%,0%,-7%,-2%,.,0.7,-13%,26%
COc1ccc(OC)c(CNC(=O)CSc2c3c(nc4cc(Cl)ccc24)CCCC3)c1,?,5%,1%,-3%,-11%,.,-1.1,34%[activator],17%
Cc1ccc(S(=O)(=O)Nc2ccc(Cl)cc2C(=O)c2ccc(F)cc2)cc1,?,-17%,-11%,-7%,3%,-2%,0.0,-5%,24%
Cc1ccc(C(=O)Nc2cc(-c3nc4cc(Cl)ccc4o3)ccc2C)c(C)c1,7%,0%,-14%,-2%,0%,.,0.1,12%,-9%
COc1ccc(Cl)cc1NC(=O)CN(C)Cc1ccc(OC)c(OC)c1,-9%,-22%,-2%,-10%,12%,-3%,-0.9,52%[activator],0%
CC(c1ccccc1)C(OC(=O)c1cccc([N+](=O)[O-])c1C(=O)O)c1ccccc1 (stereo not drawn),.,12%,-2%,.,9%,.,.,3%,.
O=C(COC(=O)c1ccccc1O)NCc1ccc2c(c1)OCO2,.,6%,-24%,.,.,17%,.,21%,.
CCOC(=O)c1c[nH]c2c(C)cc(C)cc2c1=O,-5%,-7%,-3%,1%,-5%,-2%,-0.4,5%,17%
CCOc1ccc(NS(=O)(=O)c2ccc(C(=O)NCC(c3ccco3)N3CCCC3)cc2)cc1 (stereo not drawn),.,31%[activator],9%,.,8%,-2%,4.2,-10%,.
Cc1cc(C)c(C)c(OCC(=O)O/N=C(\N)c2ccccn2)c1,?,20%,-3%,-9%,-6%,19%,-0.1,-8%,7%
COc1ccc(CCNC(=O)CSc2nc(=O)[nH]c3c2CCC3)cc1OC,.,-4%,6%,.,4%,-5%,0.1,41%[activator],.
